HTR5A ag: counter-screen for OPRM1-OPRD1 agonists: human HTR5A agonism; P47898; HTR5A agonist assay, luminescence, cell-based; activation, % at 9.3 µM; 0.61% of 340,000 active; AID 504692; in the data active = activation mostly above about 9.5%, no sharp cut-off; inactive = mostly below about 7.6%;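 also: 0% = cells with vehicle only and 100% = reference agonist; strong numbers were not always called active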
DAGLB inhibitor: diacylglycerol lipase beta (human) inhibition | inhibition, % at 5.17 µM | HEK293T DAGLB membrane lysate, EnzChek fluorogenic substrate | AID 504411 | Q8NCG7 | 0.059% of 340,000 active; in the data active = inhibition above about 34%;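 also: 0% = enzyme with vehicle and 100% = wells lacking enzyme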
Arr AP2 block: inhibitors of human beta-arrestin and AP2 interaction; inhibition, % at 10 µM; 0.31% of 340,000 active; FITC-arrestin peptide / GST-AP2 beads, flow cytometry; AP2 beta2 appendage carries R879A mutation;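 active = inhibition above a set limit, near 3 SD of compounds lacking own fluorescence, cut at about 54% in these data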;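 also: plate controls were DMSO wells for no effect and 5 µM unlabelled arrestin peptide for full effect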
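Material – AP2 appendage R879A on GSH beads · Buffer or medium – PBS with 0.05% Tween 20 and 0.1% BSA · Probe or stimulus – fluorescein-tagged arrestin peptide at 50 nM final · Incubation – compound with beads 12 min RT, then probe 1 h RT · Detection – high-throughput flow cytometry of beads, ex 488, em 535 nm · Evaluation – percent response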
OPRM1-OPRD1 inv: inverse agonists of human mu-delta opioid receptor heterodimerization. AID 504357. 0.21% of 340,000 active. cell-based MOR-DOR heterodimer luminescence, inverse agonism. inhibition, % at 9.3 µM; in the data active = inhibition above about 22%, passing the limit was not always enough;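 also: 0% = cells with DMSO and 100% = wells without cells with DMSO; values of inactives mirror those of a sister screen read the other way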
Target sequence (P35372 whole entry, looked up): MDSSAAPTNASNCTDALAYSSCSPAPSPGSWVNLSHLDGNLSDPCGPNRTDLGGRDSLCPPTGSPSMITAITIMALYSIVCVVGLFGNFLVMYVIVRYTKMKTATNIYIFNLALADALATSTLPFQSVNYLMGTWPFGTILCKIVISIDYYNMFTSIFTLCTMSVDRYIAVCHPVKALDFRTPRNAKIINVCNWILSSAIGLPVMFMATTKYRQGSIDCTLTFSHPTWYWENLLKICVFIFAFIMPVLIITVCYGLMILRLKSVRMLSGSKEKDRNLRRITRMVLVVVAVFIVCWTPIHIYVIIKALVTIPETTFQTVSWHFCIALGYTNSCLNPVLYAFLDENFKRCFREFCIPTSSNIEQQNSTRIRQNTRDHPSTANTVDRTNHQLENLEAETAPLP
Target sequence (P41143 whole entry, looked up): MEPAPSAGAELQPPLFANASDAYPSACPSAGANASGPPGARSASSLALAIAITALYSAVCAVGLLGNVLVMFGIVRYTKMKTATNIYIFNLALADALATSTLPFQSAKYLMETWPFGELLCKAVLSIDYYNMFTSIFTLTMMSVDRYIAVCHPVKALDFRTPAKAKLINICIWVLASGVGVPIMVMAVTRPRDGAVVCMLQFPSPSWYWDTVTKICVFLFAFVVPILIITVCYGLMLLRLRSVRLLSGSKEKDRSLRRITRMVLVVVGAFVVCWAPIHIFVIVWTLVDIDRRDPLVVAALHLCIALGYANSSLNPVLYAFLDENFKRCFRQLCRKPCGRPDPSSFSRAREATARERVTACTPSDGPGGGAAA
PKA-R1A act: PKA-R1A complex activation; P00514+P68181; PKA-R1A dissociation, Cy5-IP20 fluorescence polarization; scaled: DMSO 0%, 113 µM cGMP 100%; activation, % at 11.4 µM; 0.083% of 340,000 active;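 active = percent activation above the mean of all tested compounds plus 3 SD, cut at about 19% in these data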;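 also: higher means more PKAc released from R1A so a rise in polarization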
MOR-DOR ag: OPRM1-OPRD1 heterodimerization agonism. P35372+P41143. cells, luminescence. activation, % at 9.3 µM. 0.3% of 340,000 active. AID 504326; in the data active = activation above about 18%;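 also: 0% = vehicle-treated cells and 100% = reference agonist; values of inactives mirror those of a sister screen read the other way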
PKA-R2B act: activators of human PKA-R2B complex. P22694+P31323. AID 504700. PKA-R2B holoenzyme dissociation, Cy5-IP20 fluorescence polarization; R2B truncated from residue 108, S112A mutant; 0% DMSO only, 100% 113 µM cGMP. activation, % at 11.4 µM. 0.079% of 340,000 active;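 active = activation above a cutoff set at the mean over all compounds plus 3 SD, cut at about 18% in these data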;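 also: higher means more holoenzyme dissociation and a rise in polarization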
V-ATPase pHluor: alters yeast V-ATPase proton transport. response, % at 10 µM. S. cerevisiae, pHLuorin cytosolic pH fluorescence. AID 504577. 0.37% of 350,000 active; in the data active = response mostly above about 7.3%, no sharp cut-off; inactive = mostly below about 5.4%; also: actives read high; inactives centre near 0; some compounds called inactive have numbers as strong as hits; reference of the scale not given here
HTR5A inv ag: counter-screen for OPRM1-OPRD1 inverse agonists: human HTR5A inverse agonism | P47898 | HTR5A cell line, luminescence | inhibition, % at 9.3 µM | 0.083% of 340,000 active | AID 504634; in the data active = inhibition mostly above about 23%, no sharp cut-off; inactive = mostly below about 18%;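 also: 0% = cells with DMSO and 100% = no-cell wells with DMSO; some compounds called inactive have numbers as strong as hits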
Pemphigus Ab inh: human desmoglein-3 autoantibody binding inhibition; P32926; DSG3-coupled beads, scFv-anti-DSG3-GFP binding, flow cytometry; active compounds read low; binding (percent of control), % at 10 µM; 0.48% of 310,000 active; AID 588358;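 active = binding more than 3 SD below its plate's average and above zero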;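 also: hits lower antibody fragment binding to DSG3; some compounds called inactive have numbers as strong as hits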
An asterisk follows results filed as active; . = not tested or not shown.

Values in the order – HTR5A ag	DAGLB inhibitor	Arr AP2 block	OPRM1-OPRD1 inv	PKA-R1A act	MOR-DOR ag	PKA-R2B act	V-ATPase pHluor	HTR5A inv ag	Pemphigus Ab inh
CCOCC(O)CNC(=O)c1ccc(OC2CCN(C(=O)c3cccnc3)CC2)cc1 (configuration not stated)
→ -2	-2	-11	2	-2	-0.4	2	0	5	93
Cc1nn(CC2CC2)c(=O)n1-c1ccc(C(C)C)cc1
→ 3	2	-11	13	2	-2.7	-5	-2	-7	.
Cn1nnc(NC(=S)NC(=O)c2ccccc2)n1
→ -11	-1	20	23	5	-4.7	2	3	29	.
CCOC(=O)c1ccc(NS(=O)(=O)c2ccc3c(c2)CCCN3C(C)=O)cc1
→ 0	-1	23	16	-13	-3.2	-8	-1	11	101
COc1ccc(NC(=O)c2c(-c3c(Cl)cccc3Cl)noc2C)cn1
→ 1	-3	36	6	1	-1.3	2	-1	-1	109
COC(=O)c1ccc2c(CCO)c[nH]c2c1
→ -2	-3	10	8	-10	-1.4	-9	-1	27	109
COc1ccc(Br)c(C(=O)OCc2cc(=O)oc3cc(C)ccc23)c1
→ 8	-3	13	7	6	-1.1	-5	-3	-20	93
CC1(C)CC(NC(=O)c2ccccc2)CC(C)(C)N1
→ -3	-3	18	-3	-2	0.7	4	-1	11	102
C[C@@]12C(=O)N(CCc3c[nH]c4ccccc34)CC(=O)N1[C@H]1c3ccccc3OC[C@@H]1[C@@H]2c1ccccc1
→ 1	-2	2	5	-13	-0.8	-6	3	-10	102
CN1CCN(S(=O)(=O)c2ccc(NC(=O)c3ccc(Br)s3)cc2)CC1
→ 0	0	27	2	2	-0.4	6	-5	14	104
CC1Cc2ccccc2N1C(=O)c1cc2c(=O)n3ccccc3nc2n1C (configuration not stated)
→ -5	-2	0	-3	-2	0.5	2	2	14	.
Cc1ccccc1OCc1nnc(SCC(=O)O)n1-c1cccc(Cl)c1
→ -5	4	13	8	0	-1.6	-6	5	17	113
O=C(COC(=O)CCCNC(=O)c1ccc(Cl)cc1)Nc1cc(Cl)ccc1Cl
→ 7	1	-5	1	-6	-0.2	6	-2	13	123
Cn1c(CCNC(=O)c2ccccc2Cl)n[nH]c1=S
→ -11	2	-2	15	-5	-2.6	6	0	28	102
Cc1cc(NC(=O)COC(=O)c2ccc(C)c(C)c2)no1
→ 1	-5	-3	12	-9	-2.4	-12	-1	-5	115
O=C(COC(=O)CC1CCCC1)Nc1ccc(Cl)cn1
→ 3	-4	13	-28	2	7.2	-6	-4	-8	102
CCOC(=O)c1c(C)c(C(=O)NC(C)COC)c(C)n1CC (configuration not stated)
→ -1	-4	9	9	5	-1.8	9	1	9	98
CN1CCC(N(C)S(=O)(=O)c2ccc(NC(=O)COc3ccc(F)cc3)cc2)CC1
→ 0	-3	2	16	16	-3.0	-6	1	0	115
Cc1cc2oc(=O)cc(CN3CCC(C)CC3)c2cc1C
→ 4	-6	-6	-3	1	0.6	10	0	-15	93
CN(C)c1ccc(P(=O)(Nc2ccc([N+](=O)[O-])cc2)N2CCOCC2)c(NC(=O)c2cccs2)c1 (configuration not stated)
→ 3	1	14	10	5	-2.0	-7	-4	-5	98
Clc1cccc(OCCN2CCNCC2)c1
→ -5	-2	-1	2	-3	-0.2	-8	-9	13	106
COc1cc(NC(=O)c2ccccc2)c(OC)cc1NC(=O)Cc1ccccc1
→ -1	-1	-5	9	-8	-1.7	0	-4	2	108
CCOc1ccc(C(=O)/C=C/c2ccccc2C(F)(F)F)cc1
→ 7	-25	-3	-39	-9	6.3	-15	1	-19	96
O=C(CNC(=O)Cc1ccccc1)NCC(=O)N1CCCCC1
→ 0	2	8	3	15	-0.7	12	2	-1	114
COc1ccccc1NC(=O)N(C)C[C@H]1Oc2ncc(C#CCN(C)C)cc2C(=O)N([C@H](C)CO)C[C@H]1C
→ .	-2	.	.	21*	.	-13	2	.	106
COc1ccccc1CN1C(=O)CN(C2CCCC2)C(=O)C1c1ccc(F)cc1 (configuration not stated)
→ 2	-3	2	-16	4	3.0	4	-7	8	123
COc1ccc(-c2cn(CCC(=O)NCc3ccc(C)cc3)c(CCN)n2)cc1
→ 7	2	0	11	-17	-1.9	-3	1	-20	108
COc1ccc(N2CCN(S(=O)(=O)c3cccs3)CC2)cc1
→ 1	4	2	10	4	-1.6	11	-1	-11	102
CC(=O)c1ccc2c(c1)CC1(C2)Cc2cc3c(cc2C1)C(=O)CC3 (configuration not stated)
→ 1	-3	-6	2	6	-0.5	2	3	-2	.
CN1CCN(S(=O)(=O)c2cnccc2N2CCN(c3cccc(Cl)c3)CC2)CC1
→ 12	3	10	8	2	-1.6	5	3	30	92

Complete entries, quoted from the list. Order of screens: HTR5A ag | DAGLB inhibitor | Arr AP2 block | OPRM1-OPRD1 inv | PKA-R1A act | MOR-DOR ag | PKA-R2B act | V-ATPase pHluor | HTR5A inv ag | Pemphigus Ab inh
CC(=O)c1ccc2c(c1)CC1(C2)Cc2cc3c(cc2C1)C(=O)CC3 (configuration not stated) across the screens: 1 | -3 | -6 | 2 | 6 | -0.5 | 2 | 3 | -2 | .
CN1CCN(S(=O)(=O)c2cnccc2N2CCN(c3cccc(Cl)c3)CC2)CC1 across the screens: 12 | 3 | 10 | 8 | 2 | -1.6 | 5 | 3 | 30 | 92

(continued)
Values in the order – HTR5A ag	DAGLB inhibitor	Arr AP2 block	OPRM1-OPRD1 inv	PKA-R1A act	MOR-DOR ag	PKA-R2B act	V-ATPase pHluor	HTR5A inv ag	Pemphigus Ab inh
CCCC(=O)N(CCN1CCOCC1)c1nc2cc(C)c(C)cc2s1
→ 0	-1	4	9	-4	-1.7	-4	-3	3	100
CC(=O)Nc1ccc(SCC(=O)Nc2sccc2C#N)cc1
→ 4	-1	7	6	-3	-1.2	5	0	-11	97
N#Cc1nc(-c2ccc(Cl)cc2)oc1N1CCCCC1
→ 3	-8	32	-6	9	1.0	-3	1	10	101
CCCCOc1ccc(N2C(=O)CC(N(CCc3ccccc3)C(=O)/C=C/C(=O)O)C2=O)cc1 (configuration not stated)
→ 1	3	11	6	-2	-1.2	-12	1	16	96
COc1ccccc1Nc1c2ccccc2nc2ccccc12
→ 1	6	0	-3	-2	0.5	11	-3	-4	101
CCC(=O)N1CCc2cc(OC)c(OC)cc2C1COc1ccc(OC)cc1 (configuration not stated)
→ -3	1	1	14	0	-2.9	-1	2	8	118
CC12CCC(=O)C=C1CCC1C2C(O)CC2(C)C1CCC2(O)C(=O)COC(=O)COCC(=O)O (configuration not stated)
→ 1	2	27	14	0	-2.6	-8	-5	-4	91
CCOC(=O)Cc1csc(NC(=O)COc2ccc(C)cc2)n1
→ 7	-1	9	3	-6	-0.6	-9	1	-5	105
COc1ccc(OC)c(-n2cc3c(=O)n(C)c(=O)n(C)c3c2)c1
→ 3	-1	9	-12	-5	2.9	-10	-2	8	110
O=C(NCCc1cccs1)C1CC(c2ccccc2F)=NO1 (configuration not stated)
→ 2	-3	2	17	-2	-3.0	-4	-3	-5	97
COc1ccc(NC(=O)NCc2cccnc2)cc1
→ -3	2	-9	20	-1	-3.7	2	1	2	.
Cc1ccc(-c2ccc(=O)n(Cc3c(F)cccc3Cl)n2)cc1
→ -1	-3	37	-5	-17	1.0	-9	0	2	130
O=C(Nc1nnc(-c2ccc3c(c2)CCCC3)o1)C1COc2ccccc2O1 (configuration not stated)
→ -5	7	-3	-12	-4	2.0	8	4	14	103
COc1cc2c(cc1NC(=S)NC(=O)/C=C/c1ccc(OC)c(OC)c1)oc1ccccc12
→ 0	-2	10	11	-3	-2.2	1	1	6	68*
CCCCCC1CC(=O)C=C(C)C1C(=O)OC (configuration not stated)
→ -3	0	6	12	0	-2.4	2	-1	-18	95
N#Cc1cc([N+](=O)[O-])cnc1N(CCO)CCO
→ 0	1	19	-1	0	0.1	10	-3	0	100
Cn1ccnc1Sc1cc(Cl)ccc1[N+](=O)[O-]
→ -5	-2	5	9	-14	-1.5	-1	2	13	102
O=S(=O)(c1ccc(SCc2ccc(Br)cc2)nc1)N1CCOCC1
→ -2	-7	-18	-8	0	2.1	9	2	6	.
COc1ccc(N2CCN(C(=O)c3oc4ccccc4c3NC(=O)Cc3cccc(OC)c3)CC2)cc1
→ 1	1	6	11	0	-2.1	-8	1	5	98
Cc1cccc(C)c1NC(=O)CSc1nnc(NC(=O)c2ccccc2C(=O)O)s1
→ 7	-1	2	11	4	-2.1	4	-1	-19	108
O=C(NCc1cccs1)c1ccc(CS(=O)(=O)c2ccc(Cl)cc2)o1
→ 2	-3	3	-25	-2	4.7	1	-1	5	105
Cc1noc(C)c1COC(=O)c1ccccc1NC(=O)Cc1ccccc1
→ 0	-5	9	2	4	-0.4	-2	8	5	.
CC(NC(=O)COC(=O)c1ccccc1O)c1ccccc1 (configuration not stated)
→ .	-1	.	.	4	.	5	0	.	104
Cc1ccc(-n2c(SCC(=O)N(C)C)nnc2-c2ccco2)cc1
→ -2	3	-5	24	-12	-5.4	-3	1	9	95
CC(NC(=O)CN1CCN(c2ccccc2F)CC1)c1ccccc1 (configuration not stated)
→ -5	-1	8	2	-4	-0.3	-7	2	19	114
Cc1cn(CC(=O)N[C@H](CO)Cc2c[nH]c3ccccc23)c(=O)[nH]c1=O
→ 2	2	5	14	-5	-3.1	11	2	-8	109
COc1cc2c(c(OC)c1OC)C(c1ccc(C)cc1)CC(=O)O2 (configuration not stated)
→ 2	-6	-6	1	-4	-0.2	-6	4	-9	105
COc1cc(CC(=O)Nc2ccc3nc(SC)sc3c2)cc(OC)c1OC
→ 6	-3	15	10	-3	-1.9	-1	2	-19	100

Grouped by structure: the entries above containing bromine (3)
Values in the order – HTR5A ag	DAGLB inhibitor	Arr AP2 block	OPRM1-OPRD1 inv	PKA-R1A act	MOR-DOR ag	PKA-R2B act	V-ATPase pHluor	HTR5A inv ag	Pemphigus Ab inh
COc1ccc(Br)c(C(=O)OCc2cc(=O)oc3cc(C)ccc23)c1
→ 8	-3	13	7	6	-1.1	-5	-3	-20	93
CN1CCN(S(=O)(=O)c2ccc(NC(=O)c3ccc(Br)s3)cc2)CC1
→ 0	0	27	2	2	-0.4	6	-5	14	104
O=S(=O)(c1ccc(SCc2ccc(Br)cc2)nc1)N1CCOCC1
→ -2	-7	-18	-8	0	2.1	9	2	6	.

Screening results as filed in PubChem.
